Bioassay records from PubChem BioAssay.
TDP1 cell noCPT – qHTS for Inhibitors of human tyrosyl-DNA phosphodiesterase 1 (TDP1): qHTS in cells in absence of CPT; DT40 Tdp1-/- hTDP1 cells, no CPT, ATP luminescence, 48 h; Potency, µM (doses to about 46.2 µM), without a hit: at the highest dose activity change, negative = growth inhibition, hits mostly inhibitors; actives 15% (n = 420,000); AID 686978, 2013; further: nearly all actives have a fitted effect of over 55% in size
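Chicken DT40 Tdp1-/- cells complemented with human TDP1, screened without camptothecin (DMSO vehicle only), 400 cells/well. Compounds pin-transferred, cells incubated at 37 °C for at least 48 hr. Growth read as ATP-dependent luminescence (CellTiter-Glo, 30 min at RT).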
N370S GC – qHTS Assay for Inhibitors and Activators of N370S glucocerebrosidase as a Potential Chaperone Treatment of Gaucher Disease; Potency, µM (highest dose often 59.4 µM), for the others: at the top dose activity change, negative = inhibition, actives largely listed as inhibitors; AID 2101, 2009; N370S GC spleen homogenate, 4MU-glucoside fluorescence; actives 0.092% (n = 330,000); Lysosomal acid glucosylceramidase (Homo sapiens), P04062;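 further: 0% = full enzyme activity and -100% = no enzyme basal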
TDP1 block – qHTS Assay for Inhibitors of Tyrosyl-DNA Phosphodiesterase (TDP1); recombinant TDP1, AlphaScreen DNA substrate cleavage; Potency, µM (highest dose often 130 µM), without a hit: at the highest dose activity change, negative = inhibition, actives largely listed as inhibitors; AID 485290, 2010; Tyrosyl-DNA phosphodiesterase 1 (Homo sapiens), Q9NUW8; actives 0.28% (n = 350,000); further: nearly all actives have a fitted effect of over 40% in size
Target sequence (Q9NUW8 whole entry, looked up): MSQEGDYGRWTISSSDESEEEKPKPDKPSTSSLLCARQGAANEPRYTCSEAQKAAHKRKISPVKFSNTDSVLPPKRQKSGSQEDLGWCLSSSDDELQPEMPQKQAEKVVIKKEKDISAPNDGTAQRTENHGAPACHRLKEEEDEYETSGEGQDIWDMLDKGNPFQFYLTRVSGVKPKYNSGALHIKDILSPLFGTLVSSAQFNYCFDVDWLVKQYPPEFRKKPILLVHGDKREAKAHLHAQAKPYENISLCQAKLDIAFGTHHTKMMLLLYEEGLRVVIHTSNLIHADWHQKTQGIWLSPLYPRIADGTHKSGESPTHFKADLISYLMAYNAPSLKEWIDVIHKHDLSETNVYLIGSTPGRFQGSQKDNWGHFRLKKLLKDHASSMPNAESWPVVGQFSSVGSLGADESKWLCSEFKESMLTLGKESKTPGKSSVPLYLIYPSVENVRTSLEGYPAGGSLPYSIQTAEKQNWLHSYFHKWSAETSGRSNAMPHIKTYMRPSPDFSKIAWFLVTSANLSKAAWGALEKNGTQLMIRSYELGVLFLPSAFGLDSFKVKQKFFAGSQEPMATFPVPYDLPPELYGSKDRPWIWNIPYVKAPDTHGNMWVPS
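Tdp1 1 nM final; 15 min RT w/ cpd; substrate 15 nM, 5 min; beads 10 ug/ml, 10 min; AlphaScreen read. Neg ctrl: no enzyme.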
Numbers without * were called inactive; ? = inconclusive; nt = not tested or not shown; & = joins results of further samples; [ ] = dose if it differs, or a comment. The call rests on the fitted dose curve; in most records, active means well fitted curve in the direction sought with a large enough effect; inconclusive means small, poorly fitted or top-dose-only effect, or another doubt; inactive means no such curve, though single readings can be large; an effect the other way counts as inactive or inconclusive. Unless noted, on the % scale 0 is the no-effect control and ±100 the full control effect; potency means the concentration at half of the fitted maximal effect. An excerpt; count on the stated rates, not on these rows.

SMILES | TDP1 cell noCPT | N370S GC | TDP1 block
Cc1ccccc1-c1nnc(CN2CCN(c3cccc(C)c3C)CC2)o1 | -26% | nt | -2%[12.3 µM]
CCCC(=O)Nc1sc(C(=O)OC)c(C)c1C(N)=O | -8% | ? | 3%
Cn1c(SCC(=O)NCc2ccco2)nnc1C1CC1 | 7% | nt | 0%
Cc1nc(SCC(=O)NCc2ccco2)nc(C)c1C | 7% | 8% | -4%
CC1(C)CC2(C)OC(=N)C1(C#N)C2(C#N)C#N (stereo not drawn) | 15µM* | 16% | nt
CC(C)OCCCN1C=C2C(=O)C(C)(OC(=O)C3CCCC3)C(=O)C=C2C=C1c1ccsc1 (stereo not drawn) | nt | -8%[12.8 µM] | 8%[12.3 µM]
O=C(Nc1ccccc1)c1sccc1Oc1ccc([N+](=O)[O-])cc1F | 21µM* | 17% | 8%
CC1CN(Cc2cn(C)nc2-c2ccc(Oc3ccccc3)cc2)CCN1C (stereo not drawn) | ? | 9% | 3%
CCc1nc2ccccc2c(C(=O)OCC(=O)NC2CC2)c1C | ? | nt | -3%
Cn1c(N)cc(-c2ccc(F)cc2)c(C#N)c1=O | 9% | 2% | 7%
CC[C@H](C)[C@H](NC(=O)[C@H](CCCN=C(N)N)NC(=O)[C@H](CCCN=C(N)N)NC(=O)[C@H](CC(C)C)NC(=O)[C@H](Cc1ccccc1)NC(=O)CNC(=O)CN)C(=O)N[C@@H](CCCN=C(N)N)C(=O)N1CCC[C@H]1C(=O)N[C@@H](CCCCN)C(=O)N[C@@H](CC(C)C)C(=O)N[C@@H](CCCCN)C(=O)O | -8%[4.12 µM] | 3% | 10%
CCOC(=O)c1sc2nc(C)nc(NCc3ccccc3)c2c1C | 21µM* | 7% | nt
CN(C)c1ccc(N=C/C=C2\N(C)c3ccccc3C2(C)C)cc1 | 4.1µM* | ? | 14%
OCC1(CCOc2ccccc2)CCN(Cc2ccc3c(c2)OCCO3)CC1 | -8% | -22% | 6%
COc1cccc(C(=O)NCCNC(=O)c2ccc(C)nc2)c1 | -2% | -4% | 6%
COc1ccc(C(=O)CNC2=NCCC2)cc1 | -7% | 11% | 2%
CCOC(=O)C1C(=O)C=C(N2CCOCC2)CC1c1cccc(OC)c1 (stereo not drawn) | -12% | -20% | 5%
CC(C)NC(=S)N/N=C/c1cccs1 | 0.82µM* | 16% | 5%
O=C(Nc1ccc(COc2ccccc2)cc1)Nc1cccc(C(=O)O)c1 | -5% | ? | nt
COC(=O)c1ccc(CSc2nc3c(c(=O)n2-c2ccc(C)cc2)SCC3)o1 | ? | -11% | 5%
O=C(NCCc1c[nH]c2ccccc12)/C(=C\c1cccnc1)NC(=O)c1ccccc1Br | ? | -1% | 4%
COc1ccc(C(=O)Nc2nc3c(s2)Cc2cc(OC)ccc2-3)cc1 | ? | -3% | 2%&2%
Cn1c(-c2ccccn2)[n+](C)c2ccccc21 | 17% | 6% | -3%
COc1cc(Cl)c(C)cc1NC(=O)c1cc(S(=O)(=O)N(C)C)ccc1N1CCCC1 | ? | 9% | 5%
CC1CN(c2ccccc2)CCN1C(=O)c1cc(COc2c(F)cccc2F)on1 (stereo not drawn) | -15% | -13% | 0%
CCOc1ccccc1CNC(=O)c1ccc2c(c1)N(CC)CCS2 | 9.2µM* | ? | 5%
Cc1cc(C)cc(OCC(=O)N/N=C/c2ccncc2)c1 | -16% | -2% | 0%
CNC(=O)c1cc2c(=O)n3cccc(C)c3nc2n(C(C)C)c1=N | ? | 22% | 2%
COc1ccc(N=Nc2c(C)[nH][nH]c2=O)cc1 | ? | -15% | 8%
COc1cc(/C=C/C(=O)OCC(=O)N2CCN(C(=O)c3ccco3)CC2)ccc1O | -15% | -1% | 3%

The last 2 compounds of the part above open the next one:
SMILES | TDP1 cell noCPT | N370S GC | TDP1 block
COc1ccc(N=Nc2c(C)[nH][nH]c2=O)cc1 | ? | -15% | 8%
COc1cc(/C=C/C(=O)OCC(=O)N2CCN(C(=O)c3ccco3)CC2)ccc1O | -15% | -1% | 3%
COc1ccc(OC)c(S(=O)(=O)NCCc2csc(-c3cccnc3)n2)c1 | -14% | -2% | nt
O=C(Nc1nc2ccccc2[nH]1)c1ccc(Cl)c([N+](=O)[O-])c1 | ? | 5% | 3%
COc1ccccc1N1CCN(C(=O)C2CCC(Cn3c(=S)[nH]c4ccccc4c3=O)CC2)CC1 (stereo not drawn) | ? | 6% | 7%
O=C(Nc1cnc2ccccc2c1)c1cccc(-n2cnnn2)c1 | ? | -12% | 3%
NC(=O)c1ccccc1OCC(=O)Nc1ccc2c(c1)CCC2 | ? | nt | -1%
COc1ccccc1C(=O)CSc1nccn1C | 16µM* | -3% | 0%[0.0935 µM]
Cc1cccc(C)c1OCC(=O)N1CCC(c2nc3ccccc3o2)CC1 | ? | nt | 1%
Cc1ccc(S(=O)(=O)NCC(Nc2cccc(Cl)c2)c2ccccc2)cc1 (stereo not drawn) | ? | nt | 2%
CCOC(=O)c1cccc(NC(=O)CSc2nc3ccccc3c(=O)n2CC)c1 | -20% | 13% | -2%
O=C(NC(=S)Nc1ccccc1C(=O)O)c1cncc(Br)c1 | ? | -11% | nt
COc1ccc(C(=O)NCC(=O)NCC(=O)OCc2ccc(Br)cc2)cc1 | -6% | 27% | 3%
CC(=O)N1c2ccc(S(=O)(=O)NCCC(=O)NCCc3cccc(C)c3)cc2CC1C (stereo not drawn) | -22% | -3% | 1%
Cc1ccc(OCC(=O)OCc2cc(=O)n3nc(C4CCCCC4)sc3n2)cc1 | -16% | nt | 6%
COCCn1c(C)cc(C(=O)COC(=O)c2cccc(O)c2)c1C | ? | -4% | 1%
CCCCOc1ccc(C(=O)NCC2(N3CCN(C)CC3)CCCCC2)cc1 | 18µM* | nt | 4%

Just N370S GC, for 3 of the compounds above:
compound | N370S GC
COc1cc(Cl)c(C)cc1NC(=O)c1cc(S(=O)(=O)N(C)C)ccc1N1CCCC1 | 9%
CC1CN(c2ccccc2)CCN1C(=O)c1cc(COc2c(F)cccc2F)on1 (stereo not drawn) | -13%
CCOc1ccccc1CNC(=O)c1ccc2c(c1)N(CC)CCS2 | ?

Part of the list above, as labelled records:
COc1ccccc1N1CCN(C(=O)C2CCC(Cn3c(=S)[nH]c4ccccc4c3=O)CC2)CC1 (stereo not drawn)
  TDP1 cell noCPT: ?
  N370S GC: 6%
  TDP1 block: 7%

O=C(Nc1cnc2ccccc2c1)c1cccc(-n2cnnn2)c1
  TDP1 cell noCPT: ?
  N370S GC: -12%
  TDP1 block: 3%

NC(=O)c1ccccc1OCC(=O)Nc1ccc2c(c1)CCC2
  TDP1 cell noCPT: ?
  N370S GC: nt
  TDP1 block: -1%

COc1ccccc1C(=O)CSc1nccn1C
  TDP1 cell noCPT: 16µM*
  N370S GC: -3%
  TDP1 block: 0%[0.0935 µM]

New compounds follow:
SMILES | TDP1 cell noCPT | N370S GC | TDP1 block
Cc1ccc2c(c1)/C(=C/c1ccc(F)cc1)C(=O)N2 | 21µM* | 19% | nt
CCOC(=O)c1c(N)sc(C(O)(C(F)(F)F)C(F)(F)F)c1-c1ccc(F)cc1 | ? | -27% | 6%
Cc1cccc(-n2cc(C#N)c(=O)[nH]c2=O)n1 | -11% | ? | 0%
CCC(=O)c1ccc(OCc2ccccc2)c(OC)c1 | ? | 3% | -1%
O=C(NC1CCCCCC1)C1c2ccccc2C(=O)N1CCCN1CCOCC1 (stereo not drawn) | 1% | 7% | 4%
CCCCN(C(=O)C1=COCCO1)c1c(N)n(CCC)c(=O)[nH]c1=O | 1% | 2% | 6%
C/C(=N/NS(=O)(=O)c1ccc(C)cc1C)c1ccc2c(c1)OCO2 | 3% | -2% | 3%[56.1 µM]
CN(CC(=O)Nc1ccc(F)c(F)c1F)C(=O)C1CSC2(C)CCC(=O)N12 (stereo not drawn) | 0% | nt | 2%
Cn1c(SC2CCCCC2=O)nnc1-c1ccccc1F (stereo not drawn) | -5% | -3% | -5%
O=C(CCC1CCCN(C(=O)c2ccoc2)C1)NCc1ccccc1F (stereo not drawn) | -27% | -1% | 1%
Cc1cnn(C(=O)c2oc3ccccc3c2C)c1 | 1% | 0% | 6%
COCCN1C(=O)N[C@@H](c2cccs2)C(C(C)=O)=C1C | -19% | 4%[12.8 µM] | 8%[12.3 µM]
CC1CN(C)CCC1OC(=O)c1ccccc1 (stereo not drawn) | 19% | -1% | nt
O=C(Nc1cccc(Cl)c1)N(Cc1nc2ccccc2c(=O)[nH]1)Cc1cccs1 | 23µM* | 4% | 1%
COc1ccc(NC(=O)c2sc3nc(Cc4ccccc4)cc(C(F)(F)F)c3c2N)cc1OC | ? | 20% | 5%
COc1ccc(OCC(=O)Nc2nnc(C)s2)cc1 | -1% | -1% | 7%
Cc1cc(Nc2ccc(O)cc2)n2c(nc3ccccc32)c1C#N | -3% | ? | -4%
COc1ccc(C(=O)Nc2ccc(C(=O)NCC3CCCO3)cc2)c(OC)c1OC (stereo not drawn) | 1% | -3% | nt
CC1=C(C(N)=O)C(c2cccc(Br)c2)n2nc(SCc3ccccc3)nc2N1 (stereo not drawn) | 0% | nt | 6%
Cc1ccccc1-n1ccnc1SCC(=O)NCC1CCCO1 (stereo not drawn) | 0% | -6% | 7%
Cc1ccc(S(=O)(=O)N2CCC(C(=O)NNC(=O)c3ccccc3O)CC2)cc1 | 15µM* | -3% | nt
COC(=O)COc1ccc(S(=O)(=O)NCc2ccncc2)cc1 | 9.2µM* | -1% | 7%
CSc1ccc(C2=CC(=O)C[C@H](c3ccc(Cl)cc3)C2)cc1 | ? | nt | 1%
COc1ccc(C(=O)Cn2c(N3CCOCC3)nc3c2c(=O)n(C)c(=O)n3C)cc1 | nt | -15% | 6%
O=C(Nc1nnc(-c2ccc(Br)cc2)o1)C1=COCCO1 | -26% | 0% | 0%
COc1ccc(-n2nc(C(=O)O)c3ccccc3c2=O)c(OC)c1 | -12% | 4% | 3%
C=CCn1cc(C(=O)NCCCN(CC)CC)c(=O)c2cc(S(=O)(=O)N3CCC(C)CC3)ccc21 | -4% | -4% | 1%
CC(C)n1cc(NC(=O)C2CC(c3cccc(Br)c3)=NO2)cn1 (stereo not drawn) | -21% | 2% | 0%
Cc1ccc(C(=O)OCC(=O)NCc2ccco2)cc1 | 3% | 8% | 6%
COc1cc(NC(=O)CCN2C(=O)NC3(CCCC3)C2=O)c(OC)cc1Cl | 1% | nt | 2%
COc1ccc(Nc2c3c(nc4ccc(C)cc24)CCC3)cc1 | ? | ? | nt
CC(C)c1ccc(SCc2noc(C(=O)NCC3CCCO3)c2C(=O)O)cc1 (stereo not drawn) | 8% | ? | 7%
COc1ccc(C2CC(C)(c3ccc(OC)cc3)Nc3ccccc3N2)cc1 (stereo not drawn) | 15µM* | 0% | nt
CN(C)/C=C(/C(=O)c1ccccc1Cl)S(C)(=O)=O | -2% | 0% | 0%
CCCCN(Cc1ccco1)S(=O)(=O)c1ccc(-c2ccc(=O)[nH]n2)s1 | ? | -7% | 4%
O=C(NC1CCCC1)c1nc2c(nnn2Cc2ccccc2Cl)c(=O)[nH]1 | -23% | 6% | 4%
CCOc1ccccc1N1CCN(S(=O)(=O)c2ccc(C3CCCCC3)cc2)CC1 | ? | nt | 0%
Cc1ccc(S(=O)(=O)N2CCN(C(=O)CC(C)n3cncn3)CC2)cc1C (stereo not drawn) | -17% | 2% | 0%
COCC(C)n1c(SCc2cc(=O)n3cc(C)ccc3n2)nc2ccccc2c1=O (stereo not drawn) | 10µM* | 18% | 5%
COCc1cc(C)nc2sc(C(=O)N3CCN(c4ccccc4)CC3)c(N)c12 | ? | -2% | 0%
CCOC(=O)c1nn(-c2cccc(Cl)c2)c2nc(CC(C)C)c(C#N)c(=O)n12 | ? | 17% | -2%
Cc1occc(=O)c1OCc1ccccc1 | 5% | 0% | -3%
O=C(Nc1ccccc1)N1CCCC2CCCCC21 (stereo not drawn) | ? | 12% | 8%
CCOC(=O)C1CCCN(C(=S)Nc2ccc(Nc3ccccc3)cc2)C1 (stereo not drawn) | 23µM* | 5% | 8%
O=C(NC1CC(=O)N(c2ccc3c(c2)OCCO3)C1)c1c(F)cccc1Cl (stereo not drawn) | 0% | nt | 3%
CC(C(=O)OCC(=O)c1c(N)n(C)c(=O)n(C)c1=O)N1C(=O)c2ccccc2C1=O (stereo not drawn) | -3% | -1% | 0%
Cn1c(CCCNC(=O)c2ccccc2)nc2ccccc21 | -26% | 0% | 6%
Cc1ccc2[nH]c(=O)c3cc(C(=O)N4CCN(c5ccccc5)CC4)sc3c2c1 | ? | nt | 0%
O=c1oc2ccccc2c(Nc2ccc(Cl)cc2)c1[N+](=O)[O-] | 13µM* | -24% | 0%
